Assay outcomes: PubChem BioAssay, Sanford-Burnham Center for Chemical Genomics
NR3A LBD binder: binders of NR3A ligand-binding domain, primary screen, biophysical, differential scanning fluorimetry, uHTS; Glutamate receptor ionotropic, NMDA 3A (GRIN3A) ligand-binding domain; NR3A LBD differential scanning fluorimetry, Tm shift; 0% = protein alone, 100% = glycine-bound protein; Tm shift relative to glycine control, % at 25 µM; hit rate 2.5% among 340,000; AID 1259313, 2017;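 active means melting temperature shift of at least 10% of the positive control shift, at one fixed dose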
tim23-1 inh: growth inhibitors of tim23-1 mutant yeast, primary screen, luminescence, uHTS. inhibition, % at 20 µM. hit rate 1.3% among 330,000. AID 463212, 2010. S. cerevisiae tim23-1 growth, BacTiter-Glo luminescence, 24 h;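 active means growth inhibition of the mutant yeast at or above 50%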;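 further: temperature-sensitive mutant grown at 25 °C; plate controls were DMSO-treated mutant yeast for no effect and medium wells lacking yeast for full effect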
beta cell repl: inducers of MIN6 beta-cell proliferation, primary screen, ATP luminescence, uHTS; MIN6 cells proliferation, ATPlite luminescence, 48 h; cells starved in 0.2% serum; 100% = growth in 10% serum; hit rate 0.29% among 330,000; proliferation, % at 10 µM;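 active means compounds whose signal lies at least 3.5 SD above the mean of all wells on their plate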;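 further: 0% = DMSO-treated cells in low-serum medium and 100% = 10% serum control; some compounds called inactive have numbers as strong as hits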
APJ agonist: agonists of human apelin receptor APJ, primary screen, CHO-K1 cells, PathHunter beta-arrestin, luminescence | P35414 | 0% DMSO wells, 100% apelin | activation, % at 20 µM | hit rate 0.11% among 330,000 | AID 2520, 2010;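 active means activation more than six SD over the plate average, tested at 20 µM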;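 further: 0% = DMSO alone and 100% = apelin-13 at 10 nM; some results filed as inactive read as strong as hits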
Target sequence (P35414 whole entry, looked up): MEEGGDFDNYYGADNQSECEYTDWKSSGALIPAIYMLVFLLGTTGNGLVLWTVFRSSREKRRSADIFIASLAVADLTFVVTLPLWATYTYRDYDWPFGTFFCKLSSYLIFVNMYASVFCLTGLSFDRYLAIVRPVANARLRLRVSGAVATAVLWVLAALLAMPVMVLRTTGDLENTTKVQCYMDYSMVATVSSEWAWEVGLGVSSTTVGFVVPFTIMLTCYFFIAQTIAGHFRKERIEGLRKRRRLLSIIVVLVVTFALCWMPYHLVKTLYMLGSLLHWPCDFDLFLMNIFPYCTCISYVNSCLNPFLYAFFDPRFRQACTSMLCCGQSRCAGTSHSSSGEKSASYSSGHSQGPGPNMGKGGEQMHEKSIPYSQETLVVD
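Test system – PathHunter CHO-K1 APJ (AGTRL-1) beta-arrestin reporter cells · Input – 1000 cells/well · Compound – single test compound dose, 20 µM final, 1% DMSO · Times – compound stimulation 90 min at 25 °C, detection 60 min · Technique – beta-gal luminescence · Read-out basis – APJ–arrestin association signal · Control set – negative DMSO alone, positive Apelin-13 at 10 nM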
MPTP inh: mitochondrial permeability transition pore inhibitors, primary screen, biochemical, isolated mouse mitochondria, absorbance | Ca2+ swelling absorbance, 30 min | inhibition, % at 10 µM | hit rate 1.4% among 360,000 | AID 602449, 2012;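 active means inhibition of 50% or more, scaled per plate between neutral and stimulator controls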;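 further: 0% = DMSO wells given calcium and 100% = 1 mM EGTA wells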
NLRP3 yeast inh: NALP3 inflammasome inhibitors in reconstituted yeast, primary screen, luminescence, uHTS; Yeast reconstituted NLRP3/ASC/caspase-1, beta-gal luminescence, 24 h; hit rate 0.39% among 330,000; inhibition, % at 10 µM;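 active means inhibition of 50% or more; inactive means inhibition below 50%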;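 further: plate controls were induced DMSO wells for no effect and uninduced yeast grown without galactose for full effect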
TIM10 inh: growth inhibitors of isogenic TIM10 control yeast, primary screen, counter-screen for tim10-1 yeast inhibitor project, luminescence, uHTS. S. cerevisiae TIM10 strain growth, BacTiter-Glo luminescence, 24 h. inhibition, % at 10 µM. hit rate 1.4% among 330,000;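 active means inhibition of 40% or more at the single tested concentration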;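 further: wild-type TIM10 isogenic control strain grown at permissive 25 °C; 0% = DMSO yeast wells and 100% = minimal medium wells without yeast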
APJ antagonist: antagonists of human apelin receptor APJ, primary screen, CHO-K1 cells, beta-arrestin complementation, luminescence | P35414 | hit rate 0.32% among 330,000 | inhibition, % at 20 µM;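 active means inhibition above about 40% at 20 µM, limit read from the data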;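 further: cells challenged with 10 nM apelin-13 agonist together with compound; plate controls were apelin-13 plus DMSO wells for no effect and DMSO wells lacking apelin-13 for full effect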
tim10-1 inh: growth inhibitors of tim10-1 mutant yeast, primary screen, luminescence, uHTS; S. cerevisiae tim10-1 ts strain growth, BacTiter-Glo, 24 h; inhibition, % at 20 µM; hit rate 2.2% among 330,000;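 active means inhibition of at least 40%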;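 further: mutant grown at 25 °C; 0% = DMSO wells with yeast and 100% = wells holding no yeast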
Numbers without * were called inactive; · = not tested or not shown; & = joins results of further samples.

SMILES	NR3A LBD binder	tim23-1 inh	beta cell repl	APJ agonist	MPTP inh	NLRP3 yeast inh	TIM10 inh	APJ antagonist	tim10-1 inh
O=C(CCCc1nc2ccccc2s1)NCc1ccc(F)cc1	-4	7	3	-3	-3.2	25	8	1	0
CCC(=O)Nc1nnc(S(=O)(=O)N(C)c2cc(C)cc(C)c2)s1	0	4	-2	0	0.3	5	4	-9	-4
O=S(=O)(NCc1cccnc1)c1ccc(Br)s1	3	15	-2	-3	-0.5	12	8	-1	0
COc1ccc(CN2C(=O)c3ccccc3C2=O)cc1C(=O)N(C)CC(=O)Nc1ccc(F)cc1	6	14	-4	-4	0.3	6	6	-9	13
CCOc1ccc(N(CC(=O)NC2CCCCC2)C(=O)CCC(=O)Nc2cc(C)ccn2)cc1	-1	-9	3	-2	-0.8	6	2	-10	-13
O=C1C=C(c2cccc(CO)c2)C[C@@H](c2ccc3c(c2)OCO3)C1	-1	21	1	-2	1.1	6	13	12	9
Cc1ccc(OCC(O)Cn2c(NCCc3ccccc3)nc3c2c(=O)[nH]c(=O)n3C)cc1 (stereo unspecified)	11*	-2	2	-6	-3.2	28	-2	-11	-3
O=C(CN1CCOCC1)Nc1ccccc1C(=O)O	1	10	-2	1	-1.0	7	-8	15	-13
COc1ccc(OC)c2sc(Cl)nc12	0	9	1	-1	-0.8	-16	3	5	17
O=C(c1ccncc1)c1ccc([N+](=O)[O-])cc1	-2	13	-5	12	-0.6	3	14	-36	14
CCOC(=O)c1cc(/C(C)=N/OC(=O)c2ccc(C(C)(C)C)cc2)on1	2	18	-4	4	0.8	19	-13	-7	-12
COc1ccccc1CNc1cc(CSc2ccc(Cl)cc2)nc(C)n1	-6	37	-2	-3	-4.0	18	3	-11	17
CCCCn1c(N)c(N(CCC(C)C)C(=O)c2ccc(N3CCCC3=O)cc2)c(=O)[nH]c1=O	0	-8	0	-4	-1.7	13	2	8	7
Cc1ccc(CS(=O)(=O)Cc2ccc(C(=O)NCc3ccccn3)o2)cc1	2	25	1	-4	-1.1	-4	3	10	1
Cc1ccc2nc(N(CCCN(C)C)C(=O)c3ccco3)sc2c1	0	5	-2	-2	0.8	-3	-3	3	14
Cn1c(=O)n(CC(=O)N2CCN(c3nnc(-c4ccccc4)c4ccccc34)CC2)c2ccccc21	-4	8	0	-4	4.4	1	17	14	6
CCn1c(=O)c(C(=O)NCc2ccc3c(c2)OCO3)c(O)c2ccccc21	-1	29	-2	0	2.6	17	-12	6	-24
NC(=O)C1CCN(C2CC(=O)N(Cc3cccs3)C2=O)CC1 (stereo unspecified)	-1	11	-1	-5	-3.1	9	7	-8	28
CCOCCCn1c(=S)[nH]c2cc(C(=O)NCCCN(CC)CC)ccc2c1=O	0	18	-1	-3	-2.7	0	2	-22	0
COc1cc(/C=N/NC(=O)Cc2cccs2)c([N+](=O)[O-])cc1OC	-2	14	0	2	0.3	18	14	12	17
O=C(O)c1ccc(S(=O)(=O)c2ccc3c(c2)C(=O)N(NC(=O)c2ccccc2)C3=O)cc1	23*	-6	2	-1	-0.9	15	13	-1	1
Cc1ccc(S(=O)(=O)N2CCCCC2)cc1NC(=O)CSc1nnc(C2CC2)n1N	0	10	1	-1	-0.1	20	11	-20	6
Cc1ccc(-c2csc(NCCc3nc4cc(Cl)c(Cl)cc4n3CCCO)n2)cc1	-4	14	-7	13	-0.7	14	9	-30	23
NS(=O)(=O)c1cccc(NC(=O)c2ccccc2NS(=O)(=O)c2ccc(F)cc2)c1	5	14	0	-1	0.1	10	1	9	20
COc1cccc(N(CC(=O)NC2CCCC2)C(=O)CCC(=O)Nc2cc(C)on2)c1	1	10	-1	-3	-3.2	22	6	30	-4

The results go on.
SMILES	NR3A LBD binder	tim23-1 inh	beta cell repl	APJ agonist	MPTP inh	NLRP3 yeast inh	TIM10 inh	APJ antagonist	tim10-1 inh
O=C(c1cc(-c2ccc(Cl)c(Cl)c2)on1)N1CCCCC1	1	21	-1	-3	-1.2	43	5	-16	7
Cc1ccc(NC(=O)C[n+]2ccccc2)cc1C	2	2	4	-2	0.0	10	3	-13	0
O=C(Nc1cccc(Cl)c1)Nc1c[nH]c(=O)[nH]c1=O	1	-1	-4	-2	0.0	15	2	12	0
COCC(C)NC(=O)COCc1cc(-c2ccc3c(c2)OCO3)on1 (stereo unspecified)	1	4	-1	0	0.3	6	11	9	-5
CC(C)Oc1nc(-c2ccc(Cl)cc2)nc2ccccc12	1	-6	-6	-6	1.7	24	10	13	-7
Cc1ccccc1Cn1cc(NS(=O)(=O)c2cn(C)nc2C)cn1	3	7	-2	-6	-0.7	17	-12	2	6
O=C(O)CCCNc1cc(N2CCN(C(=O)c3ccco3)CC2)c2noc3c2c1C(=O)c1ccccc1-3	6	32	-2	3	4.1	21	17	-26	28
O=C(c1[nH]ncc1-c1ccc(Cl)cc1)C1CO1 (stereo unspecified)	6	44	-4	4	1.3	3	22	-20	37
CN1/C(=C\C=N\O)C(C)(C)c2ccccc21	-3	7	-4	-4	0.4	14	24	10	20
COC(=O)n1c(SC)nc2ccccc21	0	5	3	5	4.7	18	0	14	9
O=C(CSc1n[nH]c(-c2ccccc2)n1)c1ccccc1	-6	15	2	0	-0.1	14	7	11	-11
COc1ccccc1C(=O)N1CCN(C(=O)Cc2ccccc2)CC1	0	-3	3	0	0.2	5	-1	6	0
CN1CCN(CCCNC(=O)C2CC(=O)N(C3CCCCC3)C2)CC1 (stereo unspecified)	1	-2	-1	-6	-0.5	15	6	-5	-1
COC(=O)c1ccc(NC(=O)c2cc(-c3ccncc3)nc3ccccc23)cc1	-5	38	-3	-3	-2.4	12	16	11	27
Cc1nnc(SCc2cccc(Cl)c2)n(N)c1=O	1	14	-2	-1	-2.6	7	4	1	1
Cc1ccc(NC(=O)c2cnccn2)cc1S(=O)(=O)N1CCCCCC1	-1	35	-2	-7	0.6	24	4	8	15
Cc1occc1-c1nnc(SCC(=O)c2c(N)n(C3CC3)c(=O)[nH]c2=O)n1C	2	7	1	-2	-2.5	9	19	1	1
O=C(O)c1ncc(Cl)c(Cl)c1Cl	-2&2	4&13	-3&-2	-1&0	1.4&0.0	-19&-7	-3&15	-11&5	-15&-5
Cc1cc(C)n2nc(C(=O)OCC(=O)NCc3ccc(F)cc3)nc2n1	2	0	0	-4	-1.0	18	3	-8	-7
Cc1cccc(S(=O)(=O)NC(Cc2c[nH]c3ccccc23)C(=O)O)c1 (stereo unspecified)	-3	9	-1	-2	-1.5	23	-1	1	22
Cc1ccc([N+](=O)[O-])cc1NC(=O)CCCOc1ccccc1	2	-14	-2	-1	6.4	13	-15	2	16
COc1ccc(CNC(=O)CN(c2ccccc2OC)S(=O)(=O)c2cccs2)cc1	1	31	-1	-5	-0.5	-1	29	10	18
O=[N+]([O-])c1cccn2cc(-c3ccc(Br)cc3)nc12	4	22	1	5	-0.2	13	17	-16	17
COC(=O)c1cc2c(ccn2-c2ccc(F)cc2)n1Cc1cccc(OC)c1	-4	7	-1	4	4.1	16	12	-18	-23
COc1ccccc1CNC(=O)CSc1ccc(C(=O)Nc2ccccc2OC)cc1[N+](=O)[O-]	-8	18	0	0	-2.0	18	10	11	12

The list continues.
SMILES	NR3A LBD binder	tim23-1 inh	beta cell repl	APJ agonist	MPTP inh	NLRP3 yeast inh	TIM10 inh	APJ antagonist	tim10-1 inh
O=S(=O)(Nc1ccc(S(=O)(=O)Nc2cccc3ccccc23)cc1)c1ccccc1	4	13	0	-2	18	-2	15	-7	9
CSc1ccc(C(=O)C2CCCN(Cc3ccc(N4CCNC4=O)cc3)C2)cc1 (stereo unspecified)	-2	4	-1	-5	2.3	5	6	19	8
CC(C)OC(=O)/C(=C/c1ccc2c(c1)c1ccccc1n2C)NC(=O)c1ccccc1	0	31	-2	3	2.7	19	10	-4	11
COc1ccccc1C(CNC(=O)C(C)(C)Oc1ccc(Cl)cc1)N1CCCC1 (stereo unspecified)	1	-1	3	1	-0.4	8	12	-49	-11
O=c1[nH]c(CSc2nnc(-c3ccncc3)n2Cc2ccco2)nc2ccccc12	0	5	-4	-2	-1.2	6	10	-1	11
Cc1oc(C)c(C(=O)O)c1COc1ccc(C(=O)O)cc1	-3	-8	1	1	14	14	-16	-13	18
Brc1cccc(CNCCCN2CCOCC2)c1	0	-99	-3	-3	0.8	2	-57	7	-19
O=C(CCCOC(=O)c1cccnc1Cl)c1ccc(Br)cc1	3	14	0	-3	-0.4	29	-14	-6	-17
COc1ccc(CCNC(=O)c2cc(=O)c3cc(C)ccc3o2)cc1	-13	3	-1	0	0.9	6	-12	-7	-2
C#CCOCCOCCOCCNc1nc(N2CCN(C(=O)[C@H](Cc3ccc(O)cc3)n3cc(CCO)nn3)CC2)nc(N2CCN(C(=O)[C@H](Cc3ccc(O)cc3)n3cc(CCO)nn3)CC2)n1	·	7	-2	0	·	17	-10	-48	5
COc1cccc(/C=N/NC(=O)CCc2n[nH]c(=O)[nH]c2=O)c1O	-3	1	0	-2	-0.4	8	2	7	11
CC(=O)NC(CC(=O)OC(C)C(=O)Nc1ncc(Cl)cc1Cl)c1ccccc1 (stereo unspecified)	-1	0	2	8	-0.8	2	6	-4	-15
Cc1nc([N+](=O)[O-])cn1CCCCN1C(=O)c2ccccc2C1=O	-1	10	-2	-3	-0.8	10	-6	-6	-5
O=C(CSc1nnc(CNc2ccc(F)cc2)o1)c1ccccc1	-1	-9	0	0	3.1	-8	-1	-12	-1
CCCc1nc(SCC(=O)NC2CC2)c2c(C)c(C)sc2n1	-3	9	-4	-1	-2.1	27	6	14	-14
CC(C)(C)N(Cc1ccccc1)C(=O)COC(=O)CSc1ccc([N+](=O)[O-])cc1	1	42	-1	5	1.1	18	4	14	29
O=S1(=O)N=C(Nc2nc3c(s2)CCCC3)c2ccccc21	-6	11	-4	-7	-0.7	15	10	9	4
Cc1ccc(N2C(=N)SCC2=O)cc1Cl	-3	27	2	-2	0.2	38	11	7	17
COCCCN1C(=O)C(=O)/C(=C(/O)c2ccc(OC)cc2)C1c1ccc(O)c(OC)c1 (stereo unspecified)	0	-4	0	1	-7.2	4	-13	14	0
COc1ccc(/C=N/NC(=O)c2ccc(Br)cc2)cc1CN1CCOCC1	-2	10	-3	-1	-0.6	17	8	1	9
O=C(O)CCC(=O)NNC(=O)c1cccc(Cl)c1	4	-2	3	-4	4.8	4	-4	19	2
Oc1ccc(Cl)cc1-c1cc(-c2cccc(Br)c2)n[nH]1	31*	49	-6	1	89*	2	53*	-15	48*
O=C(c1cc(-c2ccc(Cl)cc2)on1)N1CCN(c2ccc(F)cc2)CC1	1	0	2	-3	2.6	15	12	4	-10
CC(=O)NC12CC3CC(C1)CC(C(=O)Nc1nccs1)(C3)C2	0	1	1	1	1.1	18	2	8	-12
CCOc1ccc(NC(=O)c2ccccc2NC(=O)CN(C)CC(=O)Nc2ccc(C)cc2)cc1	-6	10	2	-1	8.8	15	10	2	16
